AMA1-RON2 inh = qHTS for Inhibitors of AMA1-RON; Towards Development of Antimalarial Drug Lead: Primary Screen | AID 720542, 2013 | AlphaScreen AMA1-biotinylated RON2 peptide binding | 360,000 tested, 0.2% active | Potency, µM (doses to about 58.2 µM), inactives show at the top dose activity change, negative = inhibition, hits mostly inhibitors | Plasmodium falciparum AMA1 (3D7) - RON2 peptide interaction;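 further: potency means the concentration at half of the fitted maximal effect; 0% = vehicle wells and -100% = peptide control; nearly all actives have a fitted effect of over 45% in size; some results filed as inactive show a strong effect at the top dose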
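AMA1 (3D7) with his tag at 25 nM final met compounds first, then biotinylated RON2 peptide at 25 nM; detection used donor plus acceptor beads, 10 µg/mL apiece, read by AlphaScreen after 30 min at room temperature.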
AmpC detergent = qHTS Inhibitors of AmpC Beta-Lactamase (assay with detergent). AmpC hydrolysis of nitrocefin, absorbance 480 nm, 0.01% Triton. 370,000 tested, 0.041% active. Potency, µM (series often up to 114 µM), inactives show at the top dose activity change, negative = inhibition, actives largely listed as inhibitors. P00811;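 further: potency means the concentration at half of the fitted maximal effect; 0% = no-compound wells and -100% = no-enzyme wells; nearly all actives have a fitted effect of over 25% in size; some results filed as inactive show a strong effect at the top dose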
Target sequence (P00811 whole entry, looked up): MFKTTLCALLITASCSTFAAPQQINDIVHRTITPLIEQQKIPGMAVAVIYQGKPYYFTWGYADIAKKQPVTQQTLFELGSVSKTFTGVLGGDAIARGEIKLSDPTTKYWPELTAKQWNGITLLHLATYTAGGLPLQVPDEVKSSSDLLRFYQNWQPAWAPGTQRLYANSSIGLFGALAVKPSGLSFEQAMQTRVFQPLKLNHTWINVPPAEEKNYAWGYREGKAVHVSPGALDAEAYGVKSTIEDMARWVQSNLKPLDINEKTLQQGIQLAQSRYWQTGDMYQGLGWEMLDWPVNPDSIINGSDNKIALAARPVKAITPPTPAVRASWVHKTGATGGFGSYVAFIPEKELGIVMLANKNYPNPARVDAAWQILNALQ
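AmpC (5.3 nM in the dispensed reagent) in 20 mM phosphate pH 7.0 with 0.01% (detergent screen) or 0.0001% Triton X-100 was preincubated with compounds for 15 min at room temperature. Nitrocefin was then added from an 800 uM solution, and hydrolysis was followed at 480 nm.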
AmpC no deterg = qHTS Inhibitors of AmpC Beta-Lactamase (assay without detergent); P00811; AmpC nitrocefin hydrolysis, absorbance 480 nm, 0.0001% Triton; Potency, µM (doses to about 57.1 µM), without a hit: at the top dose activity change, negative = inhibition, most hits filed as inhibitors; 330,000 tested, 0.52% active;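 further: potency means the concentration at half of the fitted maximal effect; plate controls were no compound for no effect and no enzyme for full effect; nearly all actives have a fitted effect of over 20% in size; some results filed as inactive show a strong effect at the top dose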
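AmpC (5.3 nM in the dispensed reagent) in 20 mM phosphate pH 7.0 with 0.01% (detergent screen) or 0.0001% Triton X-100 was preincubated with compounds for 15 min at room temperature. Nitrocefin was then added from an 800 uM solution, and hydrolysis was followed at 480 nm.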
CHX counter = Cycloheximide Counterscreen for Small Molecule Inhibitors of Shiga Toxin; cell reporter, cycloheximide protein synthesis inhibition counterscreen; 300,000 tested, 12% active; max response, %; in the data active means max response mostly above about 13%, no sharp cut-off; inactive means mostly below about 14%; further: read at 38.3 µM for the half of the compounds with a filed dose; 0% is about no effect
Shiga toxin inh = A qHTS for Small Molecule Inhibitors of Shiga Toxin. Vero cells, Shiga toxin protein synthesis inhibition reporter. inhibition, % at 38.7 µM. 290,000 tested, 9.2% active; in the data active means inhibition mostly above about 28%, no sharp cut-off; inactive means mostly below about 43%; further: 0% is about no effect
Giardia FBPA inh = qHTS Assay for Inhibitors of Fructose-1,6-bisphosphate Aldolase from Giardia Lamblia; 290,000 tested, 0.71% active; Potency, µM (series often up to 59.6 µM), for inactives: at the top dose activity, negative = inhibition, hits mostly inhibitors; purified Giardia FBPA; further: potency means the concentration at half of the fitted maximal effect; on the % scale 0 is the no-effect control and ±100 the full control effect; nearly all actives have a fitted effect of over 55% in size
Target sequence (A8B2U2 whole entry, looked up): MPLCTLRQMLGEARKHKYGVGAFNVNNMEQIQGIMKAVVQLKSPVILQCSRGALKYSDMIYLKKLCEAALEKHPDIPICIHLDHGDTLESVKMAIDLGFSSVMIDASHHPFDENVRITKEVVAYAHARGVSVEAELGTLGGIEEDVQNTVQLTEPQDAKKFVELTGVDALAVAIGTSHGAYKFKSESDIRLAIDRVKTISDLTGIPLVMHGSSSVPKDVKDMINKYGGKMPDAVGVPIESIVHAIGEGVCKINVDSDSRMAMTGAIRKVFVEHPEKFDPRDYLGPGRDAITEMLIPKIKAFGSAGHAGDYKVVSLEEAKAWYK
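Giardia FBPA (40 nM reagent) was preincubated 10 min at RT with compound (up to 57.5 uM final), then substrate plus GAPDH/TPI/NAD/arsenate coupling system with diaphorase/resazurin was added; resorufin fluorescence (525/598 nm) was read after 20 min.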
HCMV antiviral = qHTS Assay for inhibitors of the human cytomegalovirus (HCMV); HFF cells, HCMV-luciferase reporter, 72 h; active compounds read low; activity change, negative = inhibition, % at 57.5 µM; 410,000 tested, 4.5% active; AID 1259415, 2018; in the data active means activity change below about -60%; inconclusive means no clear call, values can overlap the other calls; inactive means above about -39%; further: on the % scale 0 is the no-effect control and ±100 the full control effect
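Two compound doses tested in HFFs infected with HCMV-luciferase, MOI 1 PFU/cell, 72 h at 37C. Lysate luminescence read with OneGlo; data normalized against buffer-only and 10uM Salinomycin inhibitor controls.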
An asterisk follows results filed as active; ? = inconclusive; · = not tested or not shown; & = joins results of further samples; [ ] = dose if it differs, or a comment. Unless noted, the call rests on the fitted dose curve; in most records, active means well fitted curve in the direction sought with a large enough effect; inconclusive means small, poorly fitted or top-dose-only effect, or another doubt; inactive means no such curve, though single readings can be large; an effect the other way counts as inactive or inconclusive.

SMILES	AMA1-RON2 inh	AmpC detergent	AmpC no deterg	CHX counter	Shiga toxin inh	Giardia FBPA inh	HCMV antiviral
Cc1nnc(C)n1/N=C/c1cc2ccccc2nc1Cl	0%	3%	-9%	3	15	6%	0
C#CCOCCOCCOCCNc1nc(N2CCN(C(=O)CCCCCCCCCCNC(=O)[C@H](CCCCN)n3cc(C[C@@H](C)CC)nn3)CC2)nc(N2CCN(C(=O)CCCCCCCCCCNC(=O)[C@H](CCCN=C(N)N)n3cc(C[C@@H](C)CC)nn3)CC2)n1	?	?	271%[activator]	·	·	·	·
O=C(Nc1ccc(Cl)cc1)N(Cc1cccnc1)Cc1ccco1	-1%	-4%	-11%	-2	3	9%	?
CCCCC1=CC2=C(c3ccco3)C(=O)C(C)(OC(=O)c3ccc(OC)cc3)C(=O)C2=CN1Cc1ccco1 (stereo not given)	-19%	0%	-4%	-3	-1	?	·
COc1ccc(NS(=O)(=O)c2cc(NC(=O)/C=C/c3cc(OC)ccc3OC)ccc2N2CCCCC2)cc1	5%	?	-35%	-1	26	-1%	-39
CC1(C)CNC(=O)c2sc(NC(=O)CN3CCOCC3)nc2C1	13%	-10%	-45%	-5	-20	-19%	1
Cc1nc(CS(=O)(=O)c2ccc(Cl)cc2)sc1C(=O)O	7%	0%	-16%	-1	-9	0%	64
CC(C)(C)N(CC(=O)NC1CCCCC1)C(=O)CS(=O)CC(=O)Nc1ccc(F)cc1 (stereo not given)	15%	-2%	55%	-10	-3	2%	-14
CN1CCN(NC(=O)Nc2cccc(F)c2)CC1	-6%	4%	-22%	11*	50	·	-40
COc1cc2c(OC(C)=O)c3c(c(-c4ccc5c(c4)OCO5)c2cc1OC)C(=O)OC3	1%	7%	116%[activator]	-3	-6	5%	-93*
CCCCN1C(=O)CCC(C(=O)O)C1c1ccccc1 (stereo not given)	5%	10%	-4%	-4	-10	-14%	-1
O=C(Nc1ccccc1)NC1CS(=O)(=O)CC1O (stereo not given)	-6%	-1%	-18%	-2	12	-1%	19
Cn1ncc(Cl)c1C(=O)N1CCN(c2ccc(Cl)c(Cl)c2)CC1	-10%	3%	181%[activator]	10	1	·	1
O=[N+]([O-])c1ccccc1S(=O)(=O)Nc1cccc2cccnc12	-28%	1%	-37%	-4&10&10	-4&12&13	?	-100*
O=C(NCc1cccc(F)c1)c1ccc2nc(N3CCOCC3)sc2c1	-3%	4%	-2%	10	16	9%	-26
CCOC(=O)C1(Cc2ccccc2C)CCCN(Cc2cn(C)nc2C)C1 (stereo not given)	-6%	-9%	55%	1	-5	2%	?
COCCCNCCCOc1ccc(Cl)cc1Br	15%	-1%	7%	1	-11	-18%	-5
COc1ccc(C)cc1NC(=O)CN1C(=O)c2ccccc2S1(=O)=O	5%	?	-24%	-4	21	-9%	-60*
COc1cc2c(cc1OC)CN(C(=O)c1ccc(-c3ccccc3)cc1)CC2	-23%	-3%	125%[activator]	8	6	3%	?
CCN(CC(=O)NC1CC1)S(=O)(=O)c1ccccc1	-11%	0%	-8%	-3	-11	·	10
COC(=O)[C@H]1C2CCC(C(=O)OC)(CC2)[C@H]1C(=O)OC	3%	?	1%	-5	-14	22%	2
Cc1ccc(C(=O)NNC(=O)Cc2nc3nc(C)cc(C)n3n2)cc1	122%[activator]	-7%	-1%	-2	-5	·	-22
Cc1oc(-c2cc(F)ccc2F)nc1CN1CCC(C(=O)N2CCOCC2)CC1	10%	-13%	-4%	-2	-5	·	40
CC1c2cccn2CCN1S(=O)(=O)c1ccccc1 (stereo not given)	-8%	-5%	-25%	·	·	·	-15
O=C1CC(N2CCN(S(=O)(=O)c3ccccc3)CC2)C(=O)N1c1ccccc1 (stereo not given)	-4%	0%	2%	-1	16	4%	-13

Reformatted as comma-separated lines: entries from further up.
Structure,AMA1-RON2 inh,AmpC detergent,AmpC no deterg,CHX counter,Shiga toxin inh,Giardia FBPA inh,HCMV antiviral
CC1c2cccn2CCN1S(=O)(=O)c1ccccc1 (stereo not given),-8%,-5%,-25%,·,·,·,-15
COc1ccc(NS(=O)(=O)c2cc(NC(=O)/C=C/c3cc(OC)ccc3OC)ccc2N2CCCCC2)cc1,5%,?,-35%,-1,26,-1%,-39

More entries
SMILES	AMA1-RON2 inh	AmpC detergent	AmpC no deterg	CHX counter	Shiga toxin inh	Giardia FBPA inh	HCMV antiviral
CC(C)c1cc(C(=O)NCCc2ccccc2)no1	21%	3%	-11%	47*	72*	1%	43
Cc1ccc([N+](=O)[O-])c(C(=O)N/N=C/c2cccnc2)c1	37%[activator]	-4%	-11%	13	10	6%	-9
CN(C)C(=O)c1cc(F)ccc1Sc1cc(Cl)ccc1Cl	1%	?	-3%	-2	14	-29%	2
O=C(O)Cc1ccc(Nc2cnn(C34CC5CC(CC(CC(=O)O)(C5)C3)C4)c(=O)c2Cl)cc1	-4%	3%	-6%	-3	4	1%	-18
CCOC(=O)c1ccc(-n2c(N)c(C(=O)NCC3CCCO3)sc2=S)cc1 (stereo not given)	-12%	?	41%	4	-14	?	7
CC1CCc2c(C(=O)NCc3cccnc3)csc2C1 (stereo not given)	6%	?	-12%	6	-7	1%	-27
CCOC(=O)c1c(-c2ccc(C)cc2)csc1/N=C/N(C)C	0%	-11%	45%	2	6	1%	?
CCOC(=O)CNC(=O)COc1coc(CN2CCN(c3ccccc3)CC2)cc1=O	-9%	-6%	32%	0	5	·	15
CC[N+](C)(CC)CCC[n+]1c(-c2ccccc2)c2cc(N)ccc2c2ccc(N)cc21	·	-16%	-5%	·	·	-18%[21.7 µM]	·
COC(=O)[C@@H](NC(=O)Nc1ccc(S(N)(=O)=O)cc1)C(C)C	-10%	2%	3%	-2	-4	-1%	-14
CC(C)Cc1nnc(NC(=O)C2CSC3(C)CCC(=O)N23)s1 (stereo not given)	11%	-15%	28%	·	·	·	3
CCOC(=O)CSc1nnc(CNC(=O)c2ccc([N+](=O)[O-])cc2)n1C	-14%	-13%	0%	-3	-7	-5%	9
CC(C)CC1(C(=O)NCc2cc(F)cc(C(F)(F)F)c2)C=CCN1C(=O)c1ccccc1 (stereo not given)	54%[activator]	?	8%	-3	-11	0%	-6
Cc1cccnc1NC(=O)c1ccc(OCc2c(C)noc2C)cc1	-12%	7%	-4%	22*	52*	·	93
CCc1nc2ccccc2c(=O)n1NCCc1ccccc1	3%	-4%	-5%	-1	49*	7%	-2
Cc1ccc(CNc2oc(C)nc2C#N)cc1	-28%	-1%	-6%	-2	-12	3%	-10
COc1ccc2oc(C(=O)NCCC(C)C)c(C)c2c1	4%	?	-2%	58*	89	1%	81
Cc1cc(-n2c(C)cc(C(=O)CN3C(=O)NC4(CCCCC4)C3=O)c2C)no1	-15%	1%	15%	9.7*	11	-2%	58
C=CCNC(=S)NNC(=O)C(CCC(C)C)CC(C)(C)O (stereo not given)	103%[activator]	-14%	-8%	-2	-6	-28%	-107*
CCCCc1ccc(NC(=O)CN2C(=O)C3CCCCC3C2=O)cc1 (stereo not given)	-1%	-8%	16%	·	·	·	-14
Cc1ccc(CSc2nnc(CS(=O)Cc3ccc(Cl)cc3Cl)n2C)cc1 (stereo not given)	-4%	-2%	?	5	1	0%	-22
O=C(CCS(=O)(=O)c1nc(-c2cccs2)cc(C(F)(F)F)n1)Nc1cc(Br)ccc1O	·	4%	·	-16	-15	·	-100*
CCOCCCNC(=S)N1CCCN(c2nc3cc(C)cc(C)c3cc2C#N)CC1	17%	-4%	167%[activator]	1	-1	-8%	14
O=C(N[C@@H](Cc1ccccc1)C(=O)OCc1ccccc1)c1nc[nH]c1C(=O)NC1CCNCC1	56%[activator]	1%	32%	·	·	·	-21
Brc1ccc(-c2csc(/N=C/N3CCOCC3)n2)cc1	-11%	1%	56%	36*	49	-2%	5

Record cards, as listed above:
CCOC(=O)c1ccc(-n2c(N)c(C(=O)NCC3CCCO3)sc2=S)cc1 (stereo not given) across the screens: AMA1-RON2 inh = -12%; AmpC detergent = ?; AmpC no deterg = 41%; CHX counter = 4; Shiga toxin inh = -14; Giardia FBPA inh = ?; HCMV antiviral = 7
CCOC(=O)CNC(=O)COc1coc(CN2CCN(c3ccccc3)CC2)cc1=O across the screens: AMA1-RON2 inh = -9%; AmpC detergent = -6%; AmpC no deterg = 32%; CHX counter = 0; Shiga toxin inh = 5; Giardia FBPA inh = ·; HCMV antiviral = 15
O=C(N[C@@H](Cc1ccccc1)C(=O)OCc1ccccc1)c1nc[nH]c1C(=O)NC1CCNCC1 across the screens: AMA1-RON2 inh = 56%[activator]; AmpC detergent = 1%; AmpC no deterg = 32%; CHX counter = ·; Shiga toxin inh = ·; Giardia FBPA inh = ·; HCMV antiviral = -21

Further entries
SMILES	AMA1-RON2 inh	AmpC detergent	AmpC no deterg	CHX counter	Shiga toxin inh	Giardia FBPA inh	HCMV antiviral
O=C(Nc1cccnc1Cl)c1cc(-c2ccccc2O)on1	-2%	-8%	-48%	17	73*	4%	11
CCCCn1c(N)c(N(CC)C(=O)c2cc(S(=O)(=O)N3CCN(CC)CC3)ccc2Cl)c(=O)[nH]c1=O	5%	5%	-10%	-3	17	·	8
CC(C)CCNC(=O)NC(=O)COc1c(F)c(F)cc(F)c1F	-6%	?	-28%	7	41	-9%	-14
OCCNCCCOc1ccc(Cl)cc1Br	0%	-1%	22%	13	31	4%	20
O=C1C2C(C(=O)N1c1ccccc1)N1CCCN1C2c1ccccc1 (stereo not given)	-2%	-1%	-29%	-1	-11	2%	45
O=C1OC(c2ccc(O)cc2)(c2ccc(O)cc2)c2ccccc21	4%	-6%	?	-2	-9	30%&27%	40
O=C1CC(N2CCN(c3ccc(Cl)cc3)CC2)C(=O)N1c1ccc(F)cc1 (stereo not given)	0%	0%	29%	-2	-10	-2%	10
COc1cccc(CNC(=O)C2CCN(S(=O)(=O)c3ccc(Br)s3)CC2)c1	-9%	-4%	-4%	1	-7	3%	-7
COc1ccc(OC)c(C2CC(=O)Nc3c2c(=O)[nH]c2ncnn32)c1 (stereo not given)	-10%	-3%&6%	2%	-5	14	-11%	?

An unsorted share of the library (roughly 16% active in at least one column).
